Screens as filed in PubChem.
POLK inh = qHTS for Inhibitors of Polymerase Kappa; DNA polymerase kappa (Homo sapiens), Q9UBT6; purified Pol kappa, fluorescent DNA synthesis assay, 10 min; Potency, µM (highest dose often 107 µM), without a hit: top-dose activity, negative = inhibition, most hits filed as inhibitors; hit rate 0.53% among 400,000; AID 588579, 2011; note: potency is the fitted concentration of half-maximal effect; % is set by controls: 0 for no effect and ±100 for the full control effect
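Inhibition of 10 nM Pol kappa is measured by a fluorescent read-out at 0 and 10 min following addition of 50 nM substrate (final), with a 15-min room-temperature compound preincubation.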
BLM helicase inh = qHTS Assay for Inhibitors of Bloom's syndrome helicase (BLM); RecQ-like DNA helicase BLM (Homo sapiens), P54132; recombinant BLM DNA unwinding, fluorescence dequenching; Potency, µM (highest dose often 56.1 µM), for inactives: at the top dose activity change, negative = inhibition, most hits filed as inhibitors; hit rate 0.2% among 350,000;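 note: potency is the fitted concentration of half-maximal effect; plate controls were vehicle for no effect and no enzyme for full effect; nearly all actives have a fitted effect of over 35% in size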
APEX1 inh = qHTS Assay for Inhibitors of the Human Apurinic/apyrimidinic Endonuclease 1 (APE1). DNA repair nuclease/redox regulator APEX1 (Homo sapiens), P27695. Potency, µM (top dose mostly 65.8 µM), without a hit: at the highest dose activity change, negative = inhibition, actives largely listed as inhibitors. hit rate 0.35% among 350,000. AID 2517, 2012. recombinant APE1, TAMRA/BHQ-2 abasic DNA cleavage fluorescence;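 note: potency is the fitted concentration of half-maximal effect; plate controls were vehicle for no effect and reference inhibitor for full effect; nearly all actives have a fitted effect of over 55% in size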
Target sequence (P27695 whole entry, looked up): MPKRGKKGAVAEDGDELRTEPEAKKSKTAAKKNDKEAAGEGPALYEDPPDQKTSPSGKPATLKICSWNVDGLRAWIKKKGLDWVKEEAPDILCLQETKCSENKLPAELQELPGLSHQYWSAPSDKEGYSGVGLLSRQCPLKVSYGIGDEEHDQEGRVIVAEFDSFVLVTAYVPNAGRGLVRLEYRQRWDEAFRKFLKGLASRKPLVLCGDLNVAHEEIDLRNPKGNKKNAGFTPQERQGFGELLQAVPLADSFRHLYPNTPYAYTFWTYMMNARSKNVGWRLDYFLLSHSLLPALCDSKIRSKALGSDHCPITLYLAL
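Kinetic fluorescence read (525 ex/598 em nm, three reads 60 s apart) of AP-site incision; signal = third minus first read. Enzyme 0.75 nM, dual-labelled THF duplex 50 nM, compound preincubation 15 min RT.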
POLB inh = qHTS Assay for Inhibitors of DNA Polymerase Beta; AID 485314, 2010; Potency, µM (titrated, usually from 114 µM), inactives show top-dose activity change, negative = inhibition, actives largely listed as inhibitors; Pol beta primer extension/strand displacement, fluorescence kinetic; P06746; hit rate 1.3% among 340,000; note: potency is the fitted concentration of half-maximal effect; % is set by controls: 0 for no effect and ±100 for the full control effect
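Pol beta (10 nM) and compounds were preincubated 15 min at room temperature, then 50 nM substrate (final) started primer extension/strand displacement. Reads were taken at 0 and 10 min; concentration-response data were fitted to a four-parameter Hill equation.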
Anesthetic bind = qHTS Assay for Identification of Novel General Anesthetics; apoferritin/1-aminoanthracene competitive binding, fluorescence; Potency, µM (highest dose often 77.5 µM), inactives show at the highest dose activity change, negative = displacement, most hits filed as inhibitors; hit rate 0.074% among 350,000; AID 485281, 2010; note: potency is the fitted concentration of half-maximal effect; % is set by controls: 0 for no effect and ±100 for the full control effect; nearly all actives have a fitted effect of over 20% in size
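Concentration-response curves derived by four-parameter Hill fitting of normalized fluorescence, where compounds displaced 1-AMA from 10 uM horse apoferritin following a brief 10 min room-temperature incubation; propofol titration acted as positive control.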
Pol iota inh = qHTS for Inhibitors of Polymerase Iota; Pol iota fluorescent replication assay, 10 min; hit rate 1% among 390,000; DNA polymerase iota (Homo sapiens), Q9UNA4; Potency, µM (highest dose often 115 µM), for inactives: at the highest dose activity, negative = inhibition, usual class: inhibitors; AID 588590, 2011; note: potency is the fitted concentration of half-maximal effect
Target sequence (Q9UNA4 whole entry, looked up): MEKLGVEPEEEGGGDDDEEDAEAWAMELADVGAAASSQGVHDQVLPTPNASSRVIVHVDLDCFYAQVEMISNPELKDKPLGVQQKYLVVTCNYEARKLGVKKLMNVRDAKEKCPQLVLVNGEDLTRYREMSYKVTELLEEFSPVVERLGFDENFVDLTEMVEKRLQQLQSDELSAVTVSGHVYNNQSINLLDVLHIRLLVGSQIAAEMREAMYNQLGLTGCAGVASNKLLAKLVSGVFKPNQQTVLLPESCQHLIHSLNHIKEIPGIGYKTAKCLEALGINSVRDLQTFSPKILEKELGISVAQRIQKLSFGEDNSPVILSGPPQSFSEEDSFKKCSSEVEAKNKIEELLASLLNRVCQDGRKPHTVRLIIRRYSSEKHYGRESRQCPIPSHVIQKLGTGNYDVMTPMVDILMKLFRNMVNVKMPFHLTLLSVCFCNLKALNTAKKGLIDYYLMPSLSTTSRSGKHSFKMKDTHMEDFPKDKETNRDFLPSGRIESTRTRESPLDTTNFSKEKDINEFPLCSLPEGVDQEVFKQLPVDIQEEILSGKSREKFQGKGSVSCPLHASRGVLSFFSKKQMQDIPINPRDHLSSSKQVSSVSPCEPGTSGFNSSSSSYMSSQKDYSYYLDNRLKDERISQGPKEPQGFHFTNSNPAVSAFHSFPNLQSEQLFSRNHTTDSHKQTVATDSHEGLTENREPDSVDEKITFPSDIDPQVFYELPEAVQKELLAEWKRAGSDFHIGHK
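Fluorescent replication assay read twice, at 0 min and 10 min after adding 50 nM (final) substrate. Enzyme (10 nM) and compounds were first incubated 15 min at room temperature; enzyme-free buffer wells were negative controls.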
Glioma ERSR ind = qHTS for Inducers of the Endoplasmic Reticulum Stress Response (ERSR) in Human Glioma: qHTS; U87-MG GRP78 promoter luciferase reporter, 16 h; Potency, µM, for the others: top-dose activation, usual class: activators; hit rate 0.02% among 420,000; AID 602332, 2012; note: potency is the fitted concentration of half-maximal effect; series mostly up to about 76 µM; % of control where 0% means no effect; nearly all actives have a fitted effect of over 35% in size
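Stably transfected U87-MG glioma cells carrying a GRP78-based luciferase sensor; 16 h compound incubation. Luminescence end-point read 10 min after Bright-Glo addition at room temperature.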
POLH inh = qHTS for Inhibitors of Polymerase Eta | recombinant Pol eta, fluorescent DNA replication assay | Potency, µM (doses to about 114 µM), without a hit: at the highest dose activity change, negative = inhibition, hits mostly inhibitors | hit rate 1.2% among 390,000; note: potency is the fitted concentration of half-maximal effect; % is set by controls: 0 for no effect and ±100 for the full control effect
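Pol eta at 10 nM preincubated with compounds 15 min at room temperature; reaction started with fluorescent substrate (50 nM final) and read kinetically at 0 and 10 min.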
LDHA block = qHTS assay for inhibitors of human lactate dehydrogenase. purified LDHA, NADH/diaphorase-resazurin fluorescence; active compounds read low. activity change, % (values are at about 110 or 230 µM). AID 1347041, 2019. hit rate 0.15% among 480,000. L-lactate dehydrogenase A chain (Homo sapiens), P00338; in the data active = activity change below about -30%; inconclusive = mostly about -25% to -30%;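 note: plate controls were DMSO wells for no effect and wells without enzyme for full effect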
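Human LDH5 at 2 nM final in Tris HCl pH 7.4 with 0.06 mM NADH and 0.2 mM pyruvate, reacted 5 minutes at room temperature. Remaining NADH coupled via diaphorase/resazurin; resorufin fluorescence read at 0 and 20 minutes, normalized to enzyme-free and DMSO wells.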
The depositor's hits bear a star; u = inconclusive; x = not tested or not shown; & = joins results of further samples; [ ] = remark or other dose. Unless noted, calls come from the whole dose curve; as a rule, active = well fitted curve in the direction sought with a large enough effect; inconclusive = small, poorly fitted or top-dose-only effect, or another doubt; inactive = no such curve, though single readings can be large; an effect the other way counts as inactive or inconclusive. Not all compounds are listed; rates above refer to the full screens.

SMILES	POLK inh	BLM helicase inh	APEX1 inh	POLB inh	Anesthetic bind	Pol iota inh	Glioma ERSR ind	POLH inh	LDHA block
Cc1ccc(C)c(NC(=O)C2(C)CC3c4ccccc4C2c2ccccc23)c1 (centres undefined)	-12%	-1%	5%	15%	-11%	0%	-1%	2%	-5
CCCn1c(SCC(=O)Nc2cccnc2Cl)n[nH]c1=O	4%	x	11%	x	x	-3%	-4%	2%	0
CC1(C)CC(=O)C=C(Nc2ccc(O)c(C(=O)O)c2)C1	u	-6%	11%	-12%	-16%	u	-3%	12%	6
Cc1cccc(-c2nc(CN3CCCC(C(=O)NC4CCCC4)C3)c(C)o2)c1 (centres undefined)	-28%	-2%	2%	8%	-13%	21%	-4%	-9%	1
O=C(NCc1ccc(Cl)cc1)c1cc(=O)nc2sc(-c3ccccc3)nn12	-21%	-2%	16%	31%	-17%	8%	-1%	-1%	-12
CCN1CCN(Cc2nc3c(c(=O)n(C)c(=O)n3C)n2C(C)C(C)=O)CC1 (centres undefined)	-21%	0%	16%	22%	-5%	17%	-6%	6%	-10
O=C(/C=C/c1ccccc1Br)c1ccc2c(c1)OCO2	-2%	-12%	-12%	1%	2%	u	-6%	-20%	3
COCCCCCCCCCCCC(=O)O	3%[19.4 µM]	1%	2%&-5%	x	3%	x	-5%	x	x
CNc1ccc(C(=O)OCC(=O)NC(=O)NC2CCCCC2)cc1[N+](=O)[O-]	5%	x	23%	x	x	6%	-4%	-6%	-7
COc1ccccc1OCCCc1c(C)n[nH]c1C	2%	-6%	-7%	17%	-18%	-19%[58.9 µM]	1%	-12%	-6
CCCC(C)NC(=O)c1ccc(-c2ccccc2)cc1 (centres undefined)	x	-1%	-14%	-11%	-1%	x	x	x	x
CC1CCCC(C)N1C(=O)COC(=O)c1cc(=O)[nH]c2ccccc12 (centres undefined)	0%	x	-11%	x	x	25%	6%	-14%	-1
CCCc1cc(=O)oc2c(C)c(OCC(=O)Nc3cccnc3)ccc12	-2%	1%	10%	-13%	-5%	33%[activator]	-8%	-4%	-2
Cc1ccc(-n2ccnc(NCCc3ccc(S(N)(=O)=O)cc3)c2=O)cc1C	6%	-4%	x	0%	5%	-1%	2%	-5%	2
COc1ccc2c(c1)OCc1c-2oc2cc(OC)ccc12	-4%[60.1 µM]	-3%	-1%	x	-6%	x	4%	x	x

In another format: entries from further up
CCCC(C)NC(=O)c1ccc(-c2ccccc2)cc1 (centres undefined)
  POLK inh: x
  BLM helicase inh: -1%
  APEX1 inh: -14%
  POLB inh: -11%
  Anesthetic bind: -1%
  Pol iota inh: x
  Glioma ERSR ind: x
  POLH inh: x
  LDHA block: x

CC1CCCC(C)N1C(=O)COC(=O)c1cc(=O)[nH]c2ccccc12 (centres undefined)
  POLK inh: 0%
  BLM helicase inh: x
  APEX1 inh: -11%
  POLB inh: x
  Anesthetic bind: x
  Pol iota inh: 25%
  Glioma ERSR ind: 6%
  POLH inh: -14%
  LDHA block: -1

CCCc1cc(=O)oc2c(C)c(OCC(=O)Nc3cccnc3)ccc12
  POLK inh: -2%
  BLM helicase inh: 1%
  APEX1 inh: 10%
  POLB inh: -13%
  Anesthetic bind: -5%
  Pol iota inh: 33%[activator]
  Glioma ERSR ind: -8%
  POLH inh: -4%
  LDHA block: -2

Later entries.
SMILES	POLK inh	BLM helicase inh	APEX1 inh	POLB inh	Anesthetic bind	Pol iota inh	Glioma ERSR ind	POLH inh	LDHA block
COc1cccc(-c2ccc3c(N)c(C(=O)Nc4cc(C(F)(F)F)ccc4OC)sc3n2)c1	16%	-3%	x	1%	32%[activator]	11%	-4%	-6%	1
CCC(C)Sc1ccc([C@H]2N[C@@](C)(C(=O)OC)[C@H]3C(=O)N(C)C(=O)[C@@H]23)cc1 (some centres undefined)	7%	x	-6%	x	x	11%	-1%	-15%	-3
COc1ccccc1Oc1cc(F)nc(N)n1	-8%	-2%	-5%	2%	-12%	34%[activator]	-4%	-17%	-3
O=C(CCCN1C(=O)c2cccnc2Oc2ccc(Cl)cc21)NCc1ccc(F)cc1	-6%	-3%	x	24%	-16%	7%	-2%	-12%	-19
CS(=O)(=O)N(CC(=O)NC1CCCCC1)Cc1ccc(Cl)cc1	-7%	-1%	4%	-11%	-13%	30%[activator]	-3%	-8%	-9
CC(C)(CC(=O)O)CC(=O)NCc1c(Cl)cccc1Oc1ccccc1	2%	-4%	9%	11%	2%	1%	-2%	-15%	-1
O=C(c1cc(F)ccc1F)N1CCC(N2CCC(C(=O)N3CCCC3)CC2)CC1	6%	-1%	-2%	10%	-5%	11%	2%	-6%	1
COC(=O)NC(/C=C/c1ccco1)[C@@]1(C(=O)OC)CCCC1=O (some centres undefined)	x	7%[12.4 µM]	13%[12.4 µM]	x	1%[15.3 µM]	x	-6%	x	x
O=C(/C=C\c1ccccc1)Nc1ccc(NC(=O)c2ccco2)cc1	-12%	-4%	3%	23%	5%	83%[activator]	1%	3%	-15
O=C(O)CCCN1C(=O)C(=O)/C(=C(/O)c2ccccc2)C1/C=C/c1ccccc1 (centres undefined)	-1%	-2%	-1%	6%	-7%	55%[activator]	0%	-21%	-2
COc1ccccc1NC(=O)CN1CCSc2ccccc21	-5%	-8%	-3%	-17%	-19%	80%[activator]	-5%	-18%	-1
CCN1c2ccccc2-c2nc3ccccc3n2C1c1cccs1 (centres undefined)	-6%	-3%	0%	4%	915%[activator]	23%	-2%	-19%	-5
COc1ccccc1Nc1nc(N)nc(CN2CCN(Cc3ccc4c(c3)OCO4)CC2)n1	-7%	0%	6%	3%	5%	21%	-5%	-12%	-2
CC1CCN(CC(=O)Nc2ccccc2C(=O)c2ccccc2)CC1	-6%	-6%	0%	18%	u	17%	2%	-6%	-2
CCn1nnc(NC(=O)COc2ccc(C3CCCCC3)cc2)n1	-12%	-9%	2%	6%	u	5%	-3%	-12%	2

Another view of part of the listing above:
CC(C)(CC(=O)O)CC(=O)NCc1c(Cl)cccc1Oc1ccccc1
  POLK inh: 2%
  BLM helicase inh: -4%
  APEX1 inh: 9%
  POLB inh: 11%
  Anesthetic bind: 2%
  Pol iota inh: 1%
  Glioma ERSR ind: -2%
  POLH inh: -15%
  LDHA block: -1

O=C(c1cc(F)ccc1F)N1CCC(N2CCC(C(=O)N3CCCC3)CC2)CC1
  POLK inh: 6%
  BLM helicase inh: -1%
  APEX1 inh: -2%
  POLB inh: 10%
  Anesthetic bind: -5%
  Pol iota inh: 11%
  Glioma ERSR ind: 2%
  POLH inh: -6%
  LDHA block: 1

COC(=O)NC(/C=C/c1ccco1)[C@@]1(C(=O)OC)CCCC1=O (some centres undefined)
  POLK inh: x
  BLM helicase inh: 7%[12.4 µM]
  APEX1 inh: 13%[12.4 µM]
  POLB inh: x
  Anesthetic bind: 1%[15.3 µM]
  Pol iota inh: x
  Glioma ERSR ind: -6%
  POLH inh: x
  LDHA block: x

O=C(/C=C\c1ccccc1)Nc1ccc(NC(=O)c2ccco2)cc1
  POLK inh: -12%
  BLM helicase inh: -4%
  APEX1 inh: 3%
  POLB inh: 23%
  Anesthetic bind: 5%
  Pol iota inh: 83%[activator]
  Glioma ERSR ind: 1%
  POLH inh: 3%
  LDHA block: -15

Following part:
SMILES	POLK inh	BLM helicase inh	APEX1 inh	POLB inh	Anesthetic bind	Pol iota inh	Glioma ERSR ind	POLH inh	LDHA block
CC(NC(=O)Cc1cccs1)C(c1cccs1)N1CCOCC1 (centres undefined)	-5%	-17%	22%	13%	-5%	27%	-3%	-17%	-2
COc1cc(O)c(CCC(=O)c2cc(OC)c(OC)c(OC)c2)c(OC)c1	-5%	-2%	-5%	1%	-9%	10%	-6%	-11%	3
CC(C(=O)OCC(=O)c1ccc([N+](=O)[O-])cc1)N1C(=O)C2C3CCC(C3)C2C1=O (centres undefined)	-6%	-4%	-5%	5%	-23%	50%[activator]	-2%	-7%	0
O=C(Cc1ccc(Br)cc1)NC1CCN(Cc2ccccc2)CC1	-2%	-1%	6%	41%	3%	97%[activator]	-6%	-5%	-6
O=CN1CCN(C(=S)Nc2ccc(OC(F)F)cc2)CC1	-10%	-1%	-1%	-4%	-14%	13%	-4%	-7%	-6
CCCCCN(C(=O)CCC(=O)OCC(=O)N1CCCCC1CC)c1c(N)n(CCCC)c(=O)[nH]c1=O (centres undefined)	-14%	x	x	x	x	37%[activator]	-4%	-22%	-3
COC(=O)C1=C(O)/C(=C\c2ccc(OCC(=O)Nc3ccc(OC)cc3)cc2)N=C1C	1%	-9%	18%	45%	-5%	-3%	-3%	1%	-6
Cc1ccc(C(=O)NC(C)c2ccc(C)c(C)c2)s1 (centres undefined)	-13%	x	x	x	x	50%[activator]	-2%	-14%	-4
O=S(=O)(c1ccc(S(=O)(=O)N(Cc2ccccc2)Cc2ccco2)cc1)N1CCCC1	-9%	x	x	x	x	-2%	-3%	-9%	-1
Cc1cc(NC(=O)NC(=O)c2ccccc2F)no1	2%	-1%	19%	11%	2%	20%	0%	9%	-11
CCOC(=O)c1c(NC(=O)c2c(C(=O)O)cccc2[N+](=O)[O-])sc(C)c1C	-9%	-3%	-2%	14%	-4%	-2%	-2%	-9%	-12

Three compounds already listed, sorted by the number in POLK inh, high to low.
canonical_smiles,POLK inh
CC(NC(=O)Cc1cccs1)C(c1cccs1)N1CCOCC1 (centres undefined),-5%
O=S(=O)(c1ccc(S(=O)(=O)N(Cc2ccccc2)Cc2ccco2)cc1)N1CCCC1,-9%
O=CN1CCN(C(=S)Nc2ccc(OC(F)F)cc2)CC1,-10%
